Screens: PubChem BioAssay, several laboratories
ZTA DNA inh: ZTA (EBV) inhibition in EBNA-1 counter-screen; inhibition, % at 11 µM; ZTA-DNA binding, fluorescence polarization; P03206; hit rate 0.15% among 320,000; AID 2234; in the data active = inhibition above about 33%
Target sequence (P03206 whole entry, looked up): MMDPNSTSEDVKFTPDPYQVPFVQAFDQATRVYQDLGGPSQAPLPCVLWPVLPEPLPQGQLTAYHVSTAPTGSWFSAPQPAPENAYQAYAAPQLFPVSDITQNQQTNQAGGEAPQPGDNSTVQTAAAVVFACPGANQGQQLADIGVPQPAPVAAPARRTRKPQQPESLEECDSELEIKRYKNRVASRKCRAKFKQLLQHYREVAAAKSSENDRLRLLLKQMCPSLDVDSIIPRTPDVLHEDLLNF
CTSL1 counter: cathepsin L1 inhibition, PFM18AAP counter-screen; recombinant F. hepatica cathepsin L1, Z-Leu-Arg-MCA fluorescence; inhibition, % at 5.96 µM; hit rate 0.49% among 300,000;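 active = inhibition above the mean of all tested compounds plus 3 SD, set per screening campaign, cut at about 17% in these data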;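 also: 0% = plate median of test compound wells and 100% = 1 µM Z-Phe-Ala-diazomethylketone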
PREPL inh: inhibits the human prolyl oligopeptidase-like enzyme; hit rate 0.68% among 320,000; inhibition, % at 5.96 µM; recombinant PREPL, fluorescence polarization activity-based probe; AID 2751; in the data active = inhibition above about 43%;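 also: 0% = enzyme with DMSO and 100% = wells lacking enzyme; many of its hits are not listed in these tables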
Target sequence (Q4J6C6 whole entry, looked up): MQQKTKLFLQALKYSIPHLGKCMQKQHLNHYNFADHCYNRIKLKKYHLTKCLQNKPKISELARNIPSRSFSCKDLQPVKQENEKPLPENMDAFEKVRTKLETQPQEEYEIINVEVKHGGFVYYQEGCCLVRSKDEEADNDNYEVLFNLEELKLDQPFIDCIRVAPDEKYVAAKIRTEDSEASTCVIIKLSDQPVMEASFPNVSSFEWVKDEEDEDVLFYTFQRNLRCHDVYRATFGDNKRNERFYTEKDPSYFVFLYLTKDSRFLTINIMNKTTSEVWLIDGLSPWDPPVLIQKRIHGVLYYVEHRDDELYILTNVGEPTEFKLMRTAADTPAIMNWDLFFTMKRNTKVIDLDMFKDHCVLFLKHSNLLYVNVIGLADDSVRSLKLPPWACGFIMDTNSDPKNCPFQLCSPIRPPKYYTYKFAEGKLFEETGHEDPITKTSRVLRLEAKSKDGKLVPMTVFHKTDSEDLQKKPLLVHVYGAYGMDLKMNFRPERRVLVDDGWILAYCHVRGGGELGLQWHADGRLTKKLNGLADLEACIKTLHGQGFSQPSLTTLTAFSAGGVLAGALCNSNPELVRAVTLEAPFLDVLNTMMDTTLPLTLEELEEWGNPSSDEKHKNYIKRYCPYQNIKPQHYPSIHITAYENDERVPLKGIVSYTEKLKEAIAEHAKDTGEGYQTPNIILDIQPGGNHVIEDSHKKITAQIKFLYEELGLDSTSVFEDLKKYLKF
Efflux pump inh: inhibitors of Candida antifungal efflux pumps expressed in yeast; S. cerevisiae Candida pump triplex, Nile Red efflux; hit rate 0.44% among 330,000; inhibition, % at 10 µM;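 active = plate passing quality check with inhibition over a set limit, or well fluorescence over plate mean plus 4 SD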;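 also: Nile Red retained in pooled yeast measured as flow cytometry median fluorescence; 0% = buffer negative control and 100% = Enniatin B positive control; higher means more Nile Red kept so more efflux inhibition; some compounds called inactive have numbers as strong as hits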
TPT1 inh: C. albicans TPT1 enzyme inhibition | inhibition, % at 5 µM | AID 1962 | hit rate 0.81% among 300,000 | recombinant caTPT1, FP RNA substrate dephosphorylation;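 active = inhibition above the mean of all tested compounds plus 3 SD, set per screening campaign, cut at about 24% in these data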;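 also: plate controls were DMSO alone for no effect and ferristatin control at 100 nM for full effect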
PP5 primary: blocks human protein phosphatase 5 activity | P53041 | purified PP5c, OMFP substrate fluorescence | inhibition, % at 6.7 µM | hit rate 0.18% among 320,000;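 active = inhibition above the campaign's mean inhibition across all tested compounds plus 3 SD, cut at about 9.5% in these data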;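 also: 0% = DMSO only and 100% = 100 µM cantharidin control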
EBNA-1 inh: blocks EBNA-1 binding to DNA | hit rate 0.34% among 300,000 | AID 1950 | inhibition, % at 14.8 µM | EBNA-1 DNA binding, fluorescence polarization; in the data active = inhibition above about 28%
HCV core dimer: HCV core protein dimerization inhibition | hit rate 0.33% among 300,000 | AID 1899 | inhibition, % at 5 µM | TR-FRET GST/Flag-core106 dimerization, 1536-well;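 active = inhibition above the mean of all tested compounds plus 3 SD, set per screening campaign, cut at about 45% in these data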
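Assay system: Tagged HCV core106 pair (GST and Flag) | Buffer or medium: KF-containing HEPES buffer, pH 7.45, DTT, CHAPS, BSA | Also added: Eu donor and XL665 acceptor anti-tag antibodies | Dosing: One concentration, 5 µM, in 0.5% DMSO | Timing: 4 h at 22.5 °C | Technique: TR-FRET 671 and 617 nm emission | Repeats: Singlicate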
PP1 inh: blocks human PP1-alpha phosphatase, a PP5 counter-screen | purified PP1alpha, OMFP fluorescence | AID 2235 | P62136 | inhibition, % at 6.7 µM | hit rate 0.9% among 320,000;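 active = inhibition above the mean inhibition of all tested compounds plus 3 SD, computed separately for each screening campaign, cut at about 15% in these data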
* = called active by the depositor. Only part of the results is shown (hit frequency here may not be typical).

For COc1cc2c(C(=O)NCc3ccc(C)o3)cn(CC(C)C)c(=O)c2cc1OC the results were ZTA DNA inh -6.3, CTSL1 counter 2.4, PREPL inh -1.6, Efflux pump inh 0.1, TPT1 inh -4.0, PP5 primary 0.6, EBNA-1 inh 1.0, HCV core dimer 2.6 and PP1 inh -2.2.
COc1ccc(C)cc1NC(=O)CSc1nnc(COc2ccc(Cl)cc2)n1Cc1ccco1 was read as ZTA DNA inh -12.0, CTSL1 counter 3.0, PREPL inh 8.8, Efflux pump inh 0.1, TPT1 inh 0.2, PP5 primary 6.7, EBNA-1 inh -15.2, HCV core dimer 8.7 and PP1 inh 3.4.
For Cc1ccc(S(=O)(=O)N2CCN(CC(=O)Nc3ccccc3Cl)CC2)cc1 the results were ZTA DNA inh -0.6, PREPL inh -40.2, Efflux pump inh -0.1, PP5 primary 4.0 and PP1 inh 1.9.
`COc1ccc(C)cc1-n1nnnc1SCC(=O)NNC(=O)c1ccc([N+](=O)[O-])cc1` gave ZTA DNA inh 1.9, CTSL1 counter -3.5, PREPL inh 1.9, Efflux pump inh -0.1, TPT1 inh 0.7, PP5 primary 1.0, EBNA-1 inh 8.3, HCV core dimer 6.9 and PP1 inh -1.3.
`COc1cc2[nH]c3c(c2cc1OC)CCN1CCCC[C@@H]31` gave ZTA DNA inh 1.7, CTSL1 counter 3.0, PREPL inh 12.2, Efflux pump inh 0.4, TPT1 inh 0.5, PP5 primary 1.1, EBNA-1 inh -10.3, HCV core dimer -10.9 and PP1 inh 0.4.
Screening CC(NC(=O)C(NS(=O)(=O)c1cccc2nsnc12)C(C)C)c1ccccc1 (centres undefined) returned ZTA DNA inh 9.4, CTSL1 counter 5.1, PREPL inh -0.9, Efflux pump inh -0.7, TPT1 inh -2.3, PP5 primary -0.1, EBNA-1 inh 5.7, HCV core dimer 10.0 and PP1 inh -3.2.
CC1CCCCN1S(=O)(=O)c1csc(C(N)=O)c1 (centres undefined) was read as ZTA DNA inh -3.5, CTSL1 counter -1.8, PREPL inh 0.8, Efflux pump inh -0.1, TPT1 inh -2.4, PP5 primary 2.0, EBNA-1 inh -8.4, HCV core dimer 0.1 and PP1 inh -1.3.
`O=C(CCNS(=O)(=O)c1cccc2nsnc12)N1CCN(c2ccccn2)CC1` gave ZTA DNA inh -23.8, CTSL1 counter -8.6, PREPL inh 10.4, Efflux pump inh -0.1, TPT1 inh -4.2, PP5 primary -2.1, EBNA-1 inh -4.6, HCV core dimer -10.9 and PP1 inh -2.0.
`CCOc1ccc(NC(=S)Nc2ccc3nsnc3c2)cc1` gave ZTA DNA inh 66.9*, CTSL1 counter 109.8*, PREPL inh 43.8*, Efflux pump inh 0.3, TPT1 inh 4.1, PP5 primary 11.6*, EBNA-1 inh 3.7, HCV core dimer -49.4 and PP1 inh 10.5.
Screening CC(=O)Nc1ccc2c(c1)NC(=O)CC2 returned ZTA DNA inh -35.9, CTSL1 counter 5.7, PREPL inh 1.1, Efflux pump inh 0.1, TPT1 inh -0.5, PP5 primary 3.9, EBNA-1 inh -1.3, HCV core dimer -2.8 and PP1 inh -7.1.
For O=C(C(=O)N1CCN(c2ccc(F)cc2)CC1)c1c[nH]c2ccccc12 the results were ZTA DNA inh 2.2, CTSL1 counter -2.8, PREPL inh -11.4, Efflux pump inh 0.0, TPT1 inh -1.8, PP5 primary 1.3, EBNA-1 inh 0.6, HCV core dimer 10.5 and PP1 inh -1.9.
`Cc1ccc(-c2cnc3c(Cl)c(C)nn3c2)cc1` gave ZTA DNA inh -12.2, CTSL1 counter 1.1, PREPL inh -13.9, Efflux pump inh -0.2, TPT1 inh 1.4, PP5 primary -2.5, EBNA-1 inh 1.5, HCV core dimer -2.5 and PP1 inh 5.4.
For CCN(CC)CCCNC(=O)c1ccc2c(=O)n(Cc3ccc4c(c3)OCO4)c(=S)[nH]c2c1 the results were ZTA DNA inh 2.1, CTSL1 counter -0.2, PREPL inh -24.9, Efflux pump inh -0.3, TPT1 inh -2.2, PP5 primary 0.8, EBNA-1 inh 8.9, HCV core dimer -1.1 and PP1 inh 8.5.
CCOc1ccc(N2C(=O)C3CCCN3C2=S)cc1 (centres undefined) was read as ZTA DNA inh -3.8, PREPL inh -1.2, Efflux pump inh 0.1, PP5 primary -1.5 and PP1 inh 0.7.
Screening CCN1CCN(c2ccc(NC(=O)CCc3c(C)nc4c(-c5ccc(F)cc5)c(C)nn4c3C)cc2)CC1 returned ZTA DNA inh 20.9, CTSL1 counter 0.4, PREPL inh 19.1, Efflux pump inh 0.1, TPT1 inh 4.2, PP5 primary 2.6, EBNA-1 inh 13.5, HCV core dimer -4.8 and PP1 inh 1.6.
For COC(=O)c1ccc(S(=O)(=O)NCc2ccc(S(N)(=O)=O)cc2)o1 the results were ZTA DNA inh -1.5, CTSL1 counter -2.5, PREPL inh 9.2, Efflux pump inh 0.1, TPT1 inh -0.8, PP5 primary 2.0, EBNA-1 inh 3.4, HCV core dimer -3.8 and PP1 inh -0.9.
C=CCN1C(=O)C2(OCCCO2)c2cccc(Cl)c21 was read as ZTA DNA inh -12.6, CTSL1 counter -3.7, PREPL inh -6.5, Efflux pump inh 0.3, TPT1 inh 2.1, PP5 primary 2.6, EBNA-1 inh 0.2, HCV core dimer 11.0 and PP1 inh -5.3.
For CCCCN1C(=O)/C(=C/C=C2/CC(C)(C)CN2C)SC1=S the results were ZTA DNA inh 6.3, CTSL1 counter 4.5, PREPL inh 0.3, Efflux pump inh 0.0, TPT1 inh 169.1*, PP5 primary 1.4, EBNA-1 inh 2.3, HCV core dimer -20.0 and PP1 inh -2.2.
`CCOC(=O)N1CCN(C(=O)CCS(=O)(=O)c2ccc3c(c2)CCN3C(=O)CC)CC1` gave ZTA DNA inh -15.4, CTSL1 counter 3.5, PREPL inh 21.6, Efflux pump inh -0.1, TPT1 inh -1.1, PP5 primary -3.2, EBNA-1 inh -4.9, HCV core dimer -1.4 and PP1 inh -0.8.
COc1ccc(C(=O)OCC(=O)N(C)C2CCS(=O)(=O)C2)cc1S(=O)(=O)N1CCCc2ccccc21 (centres undefined) was read as ZTA DNA inh 0.8, CTSL1 counter -2.9, PREPL inh -7.0, Efflux pump inh 0.9, TPT1 inh -1.5, PP5 primary 1.3, EBNA-1 inh -3.0, HCV core dimer 1.1 and PP1 inh 1.5.
Screening CNc1nc(N)c([N+](=O)[O-])c(NCCO)n1 returned ZTA DNA inh 0.1, CTSL1 counter -1.5, PREPL inh 7.1, Efflux pump inh 0.3, TPT1 inh -5.1, PP5 primary 1.7, EBNA-1 inh -1.8, HCV core dimer -10.0 and PP1 inh 2.3.
CCCCCCNc1nc(NCc2ccco2)nc(OCC)n1 was read as ZTA DNA inh -0.5, CTSL1 counter 2.1, PREPL inh 17.8, Efflux pump inh -0.1, TPT1 inh -1.9, PP5 primary 3.0, EBNA-1 inh -1.1, HCV core dimer 1.4 and PP1 inh 2.0.
COc1ccc(OCCCC(=O)OCC(=O)NNC(=O)c2ccc([N+](=O)[O-])cc2)cc1 was read as ZTA DNA inh -0.8, CTSL1 counter -7.8, PREPL inh -0.1, Efflux pump inh 0.0, TPT1 inh 2.0, PP5 primary -0.1, EBNA-1 inh -10.9, HCV core dimer -0.9 and PP1 inh -2.4.
Screening COc1ccc(C(=O)Nc2cc(S(=O)(=O)N3CCCCC3)ccc2OC)cc1 returned ZTA DNA inh -0.6, PREPL inh 6.8, Efflux pump inh 0.0, PP5 primary -0.9 and PP1 inh -3.0.
`O=C(ONC1=NCCCCC1)c1cccc([N+](=O)[O-])c1` gave ZTA DNA inh 2.3, CTSL1 counter -3.3, PREPL inh 0.1, Efflux pump inh 0.1, TPT1 inh 3.8, PP5 primary -1.4, EBNA-1 inh 8.7, HCV core dimer 4.5 and PP1 inh -3.3.
`CCC(C)c1ccccc1N1CC(C(=O)Nc2ccccc2N2CCCC2)CC1=O` (centres undefined) gave ZTA DNA inh 7.0, CTSL1 counter 3.2, PREPL inh 7.8, Efflux pump inh 0.1, TPT1 inh -0.8, PP5 primary 1.1, EBNA-1 inh 4.3, HCV core dimer -5.6 and PP1 inh 1.2.
For CCOc1ccccc1NC(=O)CN1CCc2ccccc2C1 the results were ZTA DNA inh 3.6, CTSL1 counter 0.7, PREPL inh 16.8, Efflux pump inh 0.0, TPT1 inh -5.5, PP5 primary -0.3, EBNA-1 inh 1.4, HCV core dimer 4.8 and PP1 inh 4.1.
COc1ccc(N2CCN(CC(O)COC(c3ccccc3)c3ccccc3)CC2)cc1 (centres undefined) was read as ZTA DNA inh 4.1, CTSL1 counter -0.3, PREPL inh 9.5, Efflux pump inh 0.1, TPT1 inh -1.3, PP5 primary 1.7, EBNA-1 inh 5.7, HCV core dimer 9.3 and PP1 inh 1.5.
For O=C(CSc1ncn[nH]1)Nc1ccc(Cl)c(S(=O)(=O)N2CCOCC2)c1 the results were ZTA DNA inh 2.5, CTSL1 counter 3.3, PREPL inh -2.1, Efflux pump inh -0.1, TPT1 inh -4.0, PP5 primary -2.2, EBNA-1 inh 1.5, HCV core dimer -0.6 and PP1 inh -3.1.
Cc1cccc(Nc2nc(N)c([N+](=O)[O-])c(N3CC(C)CC(C)C3)n2)c1 (centres undefined) was read as ZTA DNA inh 3.6, CTSL1 counter 4.8, PREPL inh 3.9, Efflux pump inh 0.0, TPT1 inh 2.5, PP5 primary 6.3, EBNA-1 inh -8.1, HCV core dimer 1.6 and PP1 inh 3.9.

Reprinted from the part before: 2 entries; new compounds follow.
For O=C(CSc1ncn[nH]1)Nc1ccc(Cl)c(S(=O)(=O)N2CCOCC2)c1 the results were ZTA DNA inh 2.5, CTSL1 counter 3.3, PREPL inh -2.1, Efflux pump inh -0.1, TPT1 inh -4.0, PP5 primary -2.2, EBNA-1 inh 1.5, HCV core dimer -0.6 and PP1 inh -3.1.
Cc1cccc(Nc2nc(N)c([N+](=O)[O-])c(N3CC(C)CC(C)C3)n2)c1 (centres undefined) was read as ZTA DNA inh 3.6, CTSL1 counter 4.8, PREPL inh 3.9, Efflux pump inh 0.0, TPT1 inh 2.5, PP5 primary 6.3, EBNA-1 inh -8.1, HCV core dimer 1.6 and PP1 inh 3.9.
`COc1cc(C(=O)Nc2nc(-c3ccc(F)cc3)cs2)ccc1OCC(=O)N1CCOCC1` gave ZTA DNA inh 2.8, CTSL1 counter -4.2, PREPL inh -10.8, Efflux pump inh -1.1, TPT1 inh -1.2, PP5 primary 1.6, EBNA-1 inh -3.8, HCV core dimer 6.6 and PP1 inh -0.3.
`CSc1nc(C)cc(Oc2ccc(OCCOc3ccccc3)nn2)n1` gave ZTA DNA inh 3.0, CTSL1 counter 0.4, PREPL inh 9.0, Efflux pump inh -0.1, TPT1 inh 3.0, PP5 primary 0.2, EBNA-1 inh 1.6, HCV core dimer 3.1 and PP1 inh -3.6.
Screening CS/C(=N\S(=O)(=O)c1cccs1)Nc1ccc(Cl)cc1 returned ZTA DNA inh 6.8, CTSL1 counter 3.7, PREPL inh 6.6, Efflux pump inh 0.4, TPT1 inh 0.5, PP5 primary 2.2, EBNA-1 inh 1.9, HCV core dimer 0.4 and PP1 inh -0.5.
`O=C(NCc1ccc(Cl)cc1)c1ccccc1Oc1ccccc1` gave ZTA DNA inh -0.2, CTSL1 counter 1.2, PREPL inh -9.0, Efflux pump inh 0.4, TPT1 inh 2.6, PP5 primary 5.2, EBNA-1 inh 5.1, HCV core dimer 5.5 and PP1 inh 1.1.
